LDHA block: LDHA (human) enzyme inhibition; purified LDHA, NADH/diaphorase-resazurin fluorescence; stronger effect = lower value; activity change, % (values are at about 110 or 230 µM); 480,000 compounds, 0.15% hits; in the data active = activity change below about -30%;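 also: plate controls were DMSO wells for no effect and wells without enzyme for full effect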
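Human LDH5 at 2 nM final in Tris HCl pH 7.4 with 0.06 mM NADH and 0.2 mM pyruvate, reacted 5 minutes at room temperature. Remaining NADH coupled via diaphorase/resazurin; resorufin fluorescence read at 0 and 20 minutes, normalized to enzyme-free and DMSO wells.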
* = called active by the depositor; & = joins results of further samples. An excerpt; the hit share may differ from the screen's.

> COc1ccc(-c2ccc3ncnc(NCc4cccs4)c3c2)cc1OC
- LDHA block: -1

> CCCN(CC#N)CC(=O)NC1(C#N)CCCCCC1
- LDHA block: 6

> O=C(O)c1ccc2c(c1)c(C(C(=O)O)N1CCN(Cc3cccnc3)CC1)cn2Cc1ccccc1 (configuration not stated)
- LDHA block: 3

> CNc1oc(-c2ccc(F)cc2)nc1C#N
- LDHA block: 0

> C[N+](C)(C)CC#CCCCCC#CC[N+](C)(C)C
- LDHA block: 0

> CC(C)c1ccc(C(=O)Cn2cnc3c2c(=O)n(C)c(=O)n3C)cc1
- LDHA block: 6

> Cc1cccc(NC(=O)C(C#N)C(=O)c2ccccc2Cl)c1 (configuration not stated)
- LDHA block: -5

> CCOc1ccc(-c2[nH]nc3c2C(c2cc(OC)c(OC)cc2OC)C(C#N)=C(N)O3)cc1OC (configuration not stated)
- LDHA block: 13

> CN(CC(=O)NC(N)=O)c1ccc(C(C)(C)C)cc1
- LDHA block: 3

> Cc1nn(CC(=O)N2CCC(C)CC2)c(C)c1S(=O)(=O)NC(C)(C)C
- LDHA block: -1

> COC(=O)C1=C(C(=O)OC)SC(=C(Cl)C(=S)Sc2ccccc2)S1
- LDHA block: -8

> CCc1ccc(C(=O)COC(=O)CNC(=O)c2ccccc2)cc1
- LDHA block: 9

> COc1ccc2c(C)cc(SCC(=O)NCc3ccc(C)cc3)nc2c1
- LDHA block: 2

> CC(=O)N1CCN(c2oc(/C=C/c3ccc(F)cc3)nc2C#N)CC1
- LDHA block: -2

> CN(C)CCOC(=O)CCc1cc(C(C)(C)C)c(O)c(C(C)(C)C)c1
- LDHA block: 0

As entered above:
In LDHA block, CC(C)c1ccc(C(=O)Cn2cnc3c2c(=O)n(C)c(=O)n3C)cc1 is listed with 6
In LDHA block, COc1ccc(-c2ccc3ncnc(NCc4cccs4)c3c2)cc1OC is listed with -1

More records follow.
> Cc1cccc2[nH]c(CO)nc12
- LDHA block: 10

> C=CCSc1nc2c(c(=O)[nH]c(=O)n2C)n1Cc1cccc(Br)c1
- LDHA block: -7

> NC(=O)C(Sc1ccccc1)c1ccccc1 (configuration not stated)
- LDHA block: 7

> OC(CNCc1ccc2ccccc2c1)c1ccccc1 (configuration not stated)
- LDHA block: 0

> O=C(Cn1nc(C(=O)O)c2ccccc2c1=O)c1ccc(C2CCCCC2)cc1
- LDHA block: 12

> COc1cc(OC)c(C2=CCN(S(=O)(=O)N3CCOCC3)CC2)c(OC)c1
- LDHA block: 10

> Cc1ccc2oc(C(=O)O)c(C)c2c1
- LDHA block: -1

> CC1CCCCN1C(=O)COC(=O)c1cnc2ccccc2n1 (configuration not stated)
- LDHA block: 3

> CC(NS(=O)(=O)c1ccccc1F)C(=O)Nc1ccc(C(C)(C)C)cc1 (configuration not stated)
- LDHA block: -1

> Cc1cc(C)c(NC(=O)c2ccc3c(c2)CCC3)c(C)c1
- LDHA block: 5

> O=C(Nc1ccccc1C(=O)c1ccccc1)c1ccc(-c2ccccc2)cc1
- LDHA block: 3

> O=C(CCc1cc(Cl)no1)N(CCS(=O)(=O)N1CCCCC1)Cc1cccnc1
- LDHA block: 1

> Cc1ccc(C(=O)C(C)Sc2nc(CN3CCOCC3)nc3ccccc23)cc1 (configuration not stated)
- LDHA block: -1

> O=C(O)CSCc1cccc(Br)c1
- LDHA block: 7

> Cc1cnc2c(S(=O)(=O)N(CC(N)=O)C3CCCC3)cccc2c1
- LDHA block: -2

> Cc1ccc(CN2CCN(CC(=O)Nc3cccc4nsnc34)CC2)o1
- LDHA block: -16

> N#C/C(=C/c1ccc(OC(F)F)cc1)c1ccccn1
- LDHA block: 8

> Cc1ccc(C(=O)Nc2ccc(Cl)c(C(F)(F)F)c2)c(C)c1
- LDHA block: 6

> NCCCOc1ccccc1
- LDHA block: -16

> O=C(NCc1n[nH]c(=O)c2ccccc12)c1ccc(Cl)cc1
- LDHA block: 1

> CCN(CC)c1cc(C)nc(Nc2ccc(NC(=O)CCCc3ccccc3)cc2)n1
- LDHA block: 3

> COCCn1c(SCC(=O)Nc2ccc(C)cc2Br)nc2ccsc2c1=O
- LDHA block: 5

> COc1ccc(C)cc1NC(C)C(=O)N(C)Cc1cccc(F)c1 (configuration not stated)
- LDHA block: 14

> CCOc1cc2c(cc1CNC(=O)c1cc(S(N)(=O)=O)ccc1Br)OC(C)C2 (configuration not stated)
- LDHA block: -3

> CSc1ccc(CN(C)C(=O)NCc2ccc(S(=O)(=O)N3CCCCC3)cc2)cc1
- LDHA block: -3

> COc1ccc(-c2nc(CSCC(=O)NCC(OC)OC)c(C)o2)cc1OC
- LDHA block: 16

> O=C(Nc1ccncc1)c1cc(-c2cccs2)nc2ccccc12
- LDHA block: 4

> CCCCOC(=O)COc1ccc2c(=O)c(Oc3ccc(OC)cc3)c(C(F)(F)F)oc2c1
- LDHA block: 8

> Cc1cccc(C)c1NC(=O)CN(C)Cc1cc(=O)oc2c(C)c(O)ccc12
- LDHA block: -1

> COc1cc(NC(=O)CCc2c[nH]c3ccccc23)cc(OC)c1
- LDHA block: 9

> Cc1ccc(OCC(=O)Nc2cc(C(F)(F)F)ccc2N2CCOCC2)cc1C
- LDHA block: 5

> O=[N+]([O-])c1ccc(NS(=O)(=O)c2cccs2)cc1
- LDHA block: 2

> O=C(Nc1cc(C(F)(F)F)ccc1Cl)c1nn(-c2cccc(Cl)c2)ccc1=O
- LDHA block: -13

> O=c1oc2ccc(Br)cc2cc1S(=O)(=O)c1ccccc1F
- LDHA block: -2

> c1cc(-c2noc(-c3ccco3)n2)cc(-c2noc(-c3ccco3)n2)c1
- LDHA block: -1

> CN(C)C(CNC(=O)c1ccc(Br)o1)c1ccccc1 (configuration not stated)
- LDHA block: 5

> COc1ccc2ccccc2c1/C=C(/C#N)C(N)=O
- LDHA block: 0

> CC(NC(=O)CCc1ncc(-c2ccc(F)cc2F)o1)c1ccc2c(c1)NC(=O)CO2 (configuration not stated)
- LDHA block: 5

> O=C(Nc1ccc(N2CCCCC2)cc1)c1nn(-c2ccccc2)c(=O)c2ccccc12
- LDHA block: -5

> Cc1ccc(S(=O)(=O)c2nnn(-c3cccc(Cl)c3)c2C)cc1
- LDHA block: -5

> COCCNC(=S)N/N=C/c1c(OC)cc(OC)cc1OC
- LDHA block: 3

> CCN(CC)CCNC(=O)c1ccc2nc(C)c(C)nc2c1
- LDHA block: 1

> NNc1cccc2ncccc12
- LDHA block: 95

> Cc1[nH]c2ccccc2c1C(=O)C(C)Sc1nnc(CCC(N)=O)n1C1CC1 (configuration not stated)
- LDHA block: -5

> O=C(/C=C/c1ccc(F)cc1)Nc1cccc([S+](=O)([O-])Nc2ccccc2F)c1
- LDHA block: -4&-6

> Cc1cccc(C)c1NC(=O)Cc1c[nH]c2ccccc12
- LDHA block: -2

> Cc1ccc(CNC(=O)/C=C/c2ccccc2)o1
- LDHA block: 0

> c1csc(CNCc2cccc3[nH]ccc23)c1
- LDHA block: 0

> O=C(C1=C(Nc2ccc3c(c2)OCO3)c2ccccc2S1(=O)=O)N1CCOCC1
- LDHA block: 20

> CCc1cc(C(=O)N2CCN(Cc3cc(OC)ccc3OC)CC2)sc1C
- LDHA block: -3

> Cc1ccc(C(=O)/C=C/c2ccc(-c3ccc(Cl)c(Cl)c3)o2)cc1
- LDHA block: 5

> CN(C1CCCCC1)S(=O)(=O)N1CCN(C(=O)Cc2ccc(Cl)cc2Cl)CC1
- LDHA block: 9

> COc1ccc(C2CC(=O)Nc3c2c(C)nn3-c2ncnc3nc[nH]c23)cc1OC (configuration not stated)
- LDHA block: 9

> CC[N+](CC)(CC)CCCOC(=O)C1(c2ccccc2)CCCC1
- LDHA block: -6

> COc1ccc(NS(=O)(=O)c2cc(Cl)ccc2Cl)cc1S(=O)(=O)N1CCOCC1
- LDHA block: 9

> COc1ccc(C)cc1CN(C)C(=O)CCn1ccc2ccccc21
- LDHA block: 7

> Cc1cc2c(cc1C)CSC(c1ccc(N(C)C)cc1)SC2
- LDHA block: 12

> COC(=O)c1cc(NC(=O)C(C)N(c2ccc(C)c(C)c2)S(C)(=O)=O)ccc1Cl (configuration not stated)
- LDHA block: 13

> Cc1cc(C)cc(NC(=O)N2CCCC2c2ccco2)c1 (configuration not stated)
- LDHA block: 3

> Cc1ccccc1C(C)NC(=O)c1ccc2c(c1)NC(=O)CS2 (configuration not stated)
- LDHA block: 2

Compounds shown so far containing an NH in an aromatic ring (9):
> CCOc1ccc(-c2[nH]nc3c2C(c2cc(OC)c(OC)cc2OC)C(C#N)=C(N)O3)cc1OC (configuration not stated)
- LDHA block: 13

> Cc1cccc2[nH]c(CO)nc12
- LDHA block: 10

> C=CCSc1nc2c(c(=O)[nH]c(=O)n2C)n1Cc1cccc(Br)c1
- LDHA block: -7

> O=C(NCc1n[nH]c(=O)c2ccccc12)c1ccc(Cl)cc1
- LDHA block: 1

> COc1cc(NC(=O)CCc2c[nH]c3ccccc23)cc(OC)c1
- LDHA block: 9

> Cc1[nH]c2ccccc2c1C(=O)C(C)Sc1nnc(CCC(N)=O)n1C1CC1 (configuration not stated)
- LDHA block: -5

> Cc1cccc(C)c1NC(=O)Cc1c[nH]c2ccccc12
- LDHA block: -2

> c1csc(CNCc2cccc3[nH]ccc23)c1
- LDHA block: 0

> COc1ccc(C2CC(=O)Nc3c2c(C)nn3-c2ncnc3nc[nH]c23)cc1OC (configuration not stated)
- LDHA block: 9

The listing continues.
> COC(=O)C(C(=O)OC)=C1C2CC3CC(C2)CC1C3
- LDHA block: 0

> CCOC(=O)C1CCN(C(=O)COC(=O)c2cc(-c3cccs3)nc3ccccc23)CC1
- LDHA block: 6

> CC(C)(C)c1ccccc1NC(=O)c1ccc(F)cc1F
- LDHA block: 2

> Cc1ccc(S(=O)(=O)NCCc2ccc(S(N)(=O)=O)cc2)c(C)c1
- LDHA block: -2

> CC(Sc1n[nH]c(-c2cccs2)n1)C(=O)Nc1cc(Cl)cc(Cl)c1 (configuration not stated)
- LDHA block: 4

> CC1=C(C(=O)OCC(F)(F)C(F)(F)F)C(c2cc3c(cc2Br)OCO3)NC(=O)N1 (configuration not stated)
- LDHA block: 13

> O=C(O)c1ccc(COc2ccc(F)c(Cl)c2)o1
- LDHA block: -3

> O=C(CN1C(=O)N/C(=C\c2cccn2-c2cccc(C(=O)O)c2)C1=O)Nc1cccc(Cl)c1
- LDHA block: -22

> CCOc1ccc(C(CC(=O)Nc2cc(OC)cc(OC)c2)N2Cc3ccccc3C2=O)cc1OC (configuration not stated)
- LDHA block: 3

> COc1ccc(-c2nc3ccccc3c(=O)n2CCOc2cccc(C)c2)cc1
- LDHA block: -3

> COc1cccc(NC(=O)c2cc3ccc(O)cc3oc2=O)c1
- LDHA block: 21

> COCCN(Cc1ccccc1)C(=O)COc1ccc2ccc(=O)oc2c1
- LDHA block: 14

> COCCNC(=O)CN1CCN(c2cc(-c3nc4ccccc4s3)c3ccccc3n2)CC1
- LDHA block: -2

> CC(O)c1ccc(-c2ccc(CNCc3ccco3)o2)cc1 (configuration not stated)
- LDHA block: 3

> Cc1ccc(C(CNC(=O)c2cc(=O)c3ccc(C)c(C)c3o2)N(C)C)o1 (configuration not stated)
- LDHA block: 8

3 structures already listed, ordered by formula weight, falling.
> Cc1ccc(C(CNC(=O)c2cc(=O)c3ccc(C)c(C)c3o2)N(C)C)o1 (configuration not stated)
- LDHA block: 8

> COc1ccc(C)cc1NC(C)C(=O)N(C)Cc1cccc(F)c1 (configuration not stated)
- LDHA block: 14

> O=C(O)CSCc1cccc(Br)c1
- LDHA block: 7

Additional compounds
> Cc1cc(C(=O)N2CCN(c3ncccn3)CC2)c2c(C)noc2n1
- LDHA block: 0

> Cc1oc(-c2ccccc2)nc1CC(=O)Nc1cc(F)ccc1F
- LDHA block: 3

> Cn1nc(C(=O)OCCOc2cccc(Br)c2)c2ccccc2c1=O
- LDHA block: 3

> O=C(c1ccc(-c2ccccc2)cc1)N(Cc1ccco1)C1CC1
- LDHA block: 2

> CCCCn1nc(C(=O)Nc2nc(C)cs2)c2ccccc2c1=O
- LDHA block: 7

> CCCCCCCSc1nc2c(c(=O)[nH]c(=O)n2C)n1CCC
- LDHA block: 12

> CSc1cccc(NC(=O)CCc2ncc(-c3ccc(F)cc3F)o2)c1
- LDHA block: -7

> COc1ccc(C)cc1C(C)NC(=O)c1ccc2c(c1)OCO2 (configuration not stated)
- LDHA block: -2

> Cc1cccn2cc(CSc3ncnc4ccccc34)nc12
- LDHA block: 7

> O=C(Nc1ccc(Cl)c(C(F)(F)F)c1)c1ccc(F)cc1
- LDHA block: 14

> Cc1ccc(C(C)C)cc1OCC(=O)N1CCN(c2nccs2)CC1
- LDHA block: 4

> Nc1nccnc1C(=O)Nc1cccc(NC(=O)c2ccccc2)c1
- LDHA block: -1

> COC(=O)c1ccc(OCc2cc(OC)c(Br)cc2OC)cc1
- LDHA block: 0

> CCOC(=O)c1c(S(=O)(=O)NCC(=O)N2CCCCC2)c(C)n(C)c1C
- LDHA block: 1

> COCCCNC(=O)c1cc(-c2ccncc2)nc2ccc(S(=O)(=O)N3CCOCC3)cc12
- LDHA block: 4

> CCOP(=O)(OCC)c1nc(-c2ccco2)oc1NCc1ccc(F)cc1
- LDHA block: 2

> CC(C)CNC(=O)COc1cc(O)c2c(=O)cc(-c3ccccc3)oc2c1
- LDHA block: -1

> Cc1ccc(-c2cc(C(=O)NCc3ccncc3)c3ccccc3n2)c(C)c1
- LDHA block: 3

Screens deposited in PubChem by National Center for Advancing Translational Sciences (NCATS).
